# Anesthetic bind: binds horse apoferritin like a general anesthetic; AID 485281; apoferritin/1-aminoanthracene competitive binding, fluorescence; actives 0.074% (n = 350,000); Potency, µM (series often up to 77.5 µM), for inactives: at the highest dose activity change, negative = displacement, most hits filed as inhibitors; also: % is scaled to controls: 0 for no effect and ±100 for the full control effect; nearly all actives have a fitted effect of over 20% in size
#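 Steps: apoferritin (10 uM) was premixed with half-saturated 1-AMA in PBS, compounds were pin-transferred, plates stood 10 min at room temperature, fluorescence was read at 380/535 nm, and curves were fitted with a Hill equation.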
# BLM helicase inh: inhibitors of human Bloom syndrome helicase BLM. P54132. actives 0.2% (n = 350,000). recombinant BLM DNA unwinding, fluorescence dequenching. Potency, µM (doses to about 56.1 µM), without a hit: at the top dose activity change, negative = inhibition, actives largely listed as inhibitors;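 also: plate controls were vehicle for no effect and no enzyme for full effect; nearly all actives have a fitted effect of over 35% in size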
# Target sequence (P54132 whole entry, looked up): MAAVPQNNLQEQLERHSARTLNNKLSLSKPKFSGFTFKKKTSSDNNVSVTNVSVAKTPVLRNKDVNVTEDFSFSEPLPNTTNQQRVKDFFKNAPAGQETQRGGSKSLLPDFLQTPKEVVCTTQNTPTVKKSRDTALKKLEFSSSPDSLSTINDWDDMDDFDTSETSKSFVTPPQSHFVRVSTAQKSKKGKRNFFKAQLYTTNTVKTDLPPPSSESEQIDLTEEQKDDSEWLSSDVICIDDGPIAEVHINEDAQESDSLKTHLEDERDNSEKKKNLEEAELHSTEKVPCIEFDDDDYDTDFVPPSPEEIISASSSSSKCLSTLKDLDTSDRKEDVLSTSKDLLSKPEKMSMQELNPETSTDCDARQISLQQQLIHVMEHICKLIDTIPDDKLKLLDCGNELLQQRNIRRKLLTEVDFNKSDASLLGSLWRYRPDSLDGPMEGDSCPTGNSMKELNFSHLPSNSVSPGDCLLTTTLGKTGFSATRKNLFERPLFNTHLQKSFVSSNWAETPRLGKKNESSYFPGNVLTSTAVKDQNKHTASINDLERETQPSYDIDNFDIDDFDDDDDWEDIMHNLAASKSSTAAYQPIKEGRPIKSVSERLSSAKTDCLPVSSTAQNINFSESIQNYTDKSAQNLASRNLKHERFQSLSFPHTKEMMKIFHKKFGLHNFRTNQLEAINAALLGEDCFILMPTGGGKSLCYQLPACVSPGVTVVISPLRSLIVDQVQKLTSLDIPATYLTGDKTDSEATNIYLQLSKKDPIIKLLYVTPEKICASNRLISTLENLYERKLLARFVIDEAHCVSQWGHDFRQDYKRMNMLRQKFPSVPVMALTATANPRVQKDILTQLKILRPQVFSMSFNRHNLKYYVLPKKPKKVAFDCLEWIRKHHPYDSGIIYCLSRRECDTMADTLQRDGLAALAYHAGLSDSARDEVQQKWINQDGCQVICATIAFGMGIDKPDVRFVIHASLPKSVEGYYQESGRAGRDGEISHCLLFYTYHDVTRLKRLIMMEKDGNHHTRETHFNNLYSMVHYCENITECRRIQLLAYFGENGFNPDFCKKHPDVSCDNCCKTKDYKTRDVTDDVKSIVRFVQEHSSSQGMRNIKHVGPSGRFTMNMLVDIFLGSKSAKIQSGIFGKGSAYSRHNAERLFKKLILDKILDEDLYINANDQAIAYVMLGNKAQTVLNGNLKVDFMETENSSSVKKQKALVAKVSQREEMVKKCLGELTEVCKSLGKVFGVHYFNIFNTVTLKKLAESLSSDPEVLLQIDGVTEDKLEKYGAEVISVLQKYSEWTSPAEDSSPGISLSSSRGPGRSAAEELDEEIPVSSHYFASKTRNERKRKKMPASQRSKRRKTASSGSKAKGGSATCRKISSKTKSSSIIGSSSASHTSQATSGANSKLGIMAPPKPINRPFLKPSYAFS
# POLB inh: blocks human DNA polymerase beta activity; actives 1.3% (n = 340,000); Pol beta primer extension/strand displacement, fluorescence kinetic; Potency, µM (doses to about 114 µM), for inactives: top-dose activity change, negative = inhibition, hits mostly inhibitors; P06746; also: % is scaled to controls: 0 for no effect and ±100 for the full control effect
#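 Reaction started by 50 nM substrate onto compound-treated Pol beta (10 nM, 15 min preincubation, room temperature); plates read at 0 min and 10 min. Normalized concentration-effect data fitted by four-parameter Hill equation.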
# APE1 inh: APE1 (human) endonuclease inhibition. P27695. recombinant APE1, TAMRA/BHQ-2 abasic DNA cleavage fluorescence. Potency, µM (highest dose often 65.8 µM), for the others: top-dose activity change, negative = inhibition, most hits filed as inhibitors. actives 0.35% (n = 350,000). AID 2517;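 also: plate controls were vehicle for no effect and reference inhibitor for full effect; nearly all actives have a fitted effect of over 55% in size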
#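 Readout is kinetic fluorescence (ex 525, em 598 nm) from cleavage of 50 nM TAMRA/BHQ-2 THF abasic duplex by 0.75 nM APE1, compound added 15 min beforehand at RT.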
# BAZ2B block: BAZ2B (human) inhibition; AID 504333; AlphaScreen BAZ2B-H3K14Ac peptide displacement; Q9UIF8; Potency, µM (titrated, usually from 114 µM), inactives show top-dose activity change, negative = inhibition, usual class: inhibitors; actives 4.4% (n = 360,000); also: % is scaled to controls: 0 for no effect and ±100 for the full control effect; nearly all actives have a fitted effect of over 60% in size
#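 In this displacement format the biotinylated H3(5-23) peptide acetylated at Lys14 serves as ligand at 50 nM, with BAZ2B at 50 nM in PBS pH 7.4 containing 0.01% Tween-20. Donor and acceptor beads are 10 ug/mL final.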
# G9a block: blocks human histone lysine methyltransferase G9a | AID 504332 | G9a H3K9 monomethylation, AlphaScreen, 2 h | Potency, µM (doses to about 102 µM), for the others: at the top dose activity, negative = inhibition, hits mostly inhibitors | actives 8.8% (n = 350,000); also: % is scaled to controls: 0 for no effect and ±100 for the full control effect; nearly all actives have a fitted effect of over 75% in size
#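 Enzyme 20 nM + cpd, 15 min RT; add b-H3K9 pep 500 nM / SAM 20 uM; 2 h RT; anti-H3K9me1 Ab 0.5 ug/mL + SA donor / anti-rabbit acceptor beads 20 ug/mL each, 10 min; AlphaScreen read.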
# POLI inh: inhibitors of human DNA polymerase iota; Q9UNA4; Pol iota fluorescent replication assay, 10 min; Potency, µM (top dose mostly 115 µM), for inactives: top-dose activity, negative = inhibition, usual class: inhibitors; actives 1% (n = 390,000); AID 588590
#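 Pol iota at 10 nM preincubated 15 min with compounds at room temperature; reaction started with fluorescent substrate, 50 nM final. Fluorescence read kinetically at 0 and 10 min; buffer-only wells as negative control.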
# Pol kappa inh: DNA polymerase kappa (human) inhibition; Q9UBT6; purified Pol kappa, fluorescent DNA synthesis assay, 10 min; Potency, µM (doses to about 107 µM), for inactives: top-dose activity, negative = inhibition, hits mostly inhibitors; actives 0.53% (n = 400,000); AID 588579; also: % is scaled to controls: 0 for no effect and ±100 for the full control effect
#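 Pol kappa 10 nM + cpd, 15 min RT; start w/ substrate 50 nM final; fluorescence kinetic read, 0 and 10 min. Neg ctrl: buffer, no enzyme.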
# Pol eta inh: DNA polymerase eta (human) inhibition; AID 588591; Potency, µM (highest dose often 114 µM), without a hit: at the highest dose activity change, negative = inhibition, actives largely listed as inhibitors; recombinant Pol eta, fluorescent DNA replication assay; actives 1.2% (n = 390,000); Q9Y253; also: % is scaled to controls: 0 for no effect and ±100 for the full control effect
#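 Pol eta (10 nM) was preincubated with compounds for 15 min at room temperature, after which fluorescent replication substrate (50 nM final) was added to start the reaction. Fluorescence was read kinetically at 0 and 10 min.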
# * hit, by the source's call; u = inconclusive; x = not tested or not shown; [ ] = another dose, or the depositor's remark. Calls follow the shape of the dose curve; as a rule, active = well fitted curve in the direction sought with a large enough effect; inconclusive = small, poorly fitted or top-dose-only effect, or another doubt; inactive = no such curve, though single readings can be large; an effect the other way counts as inactive or inconclusive. Potency is read from the fitted curve at half-maximal effect. These rows are one share of the data; count on the stated rates, not on these rows.
SMILES,Anesthetic bind,BLM helicase inh,POLB inh,APE1 inh,BAZ2B block,G9a block,POLI inh,Pol kappa inh,Pol eta inh
Cn1nc(-c2ccc(Cl)cc2)c2cc(C(=O)N3CCN(c4ccccn4)CC3)sc21,-9%,-6%,8%,7%,-29%,-14%,-14%,0%,-1%
CC1CCN(C(NC(=O)c2ccco2)C(=O)c2ccccc2)CC1 (stereo unspecified),-15%,-1%,12%,5%,-1%,u,14%,-4%,-3%
COc1ncc2ncc(=O)n(CCc3ccccc3)c2n1,x,1%,x,2%,x,0%[0.501 µM],x,4%[60.1 µM],x
O=C(NC(=S)Nc1ccc(C(F)(F)F)cc1)c1csnn1,-20%,-5%,9%,19%,u,u,u,-14%,-12%
CCN1CCCC1CNC(=O)CSc1cc(=O)n(CC)c2ccccc12 (stereo unspecified),-12%,-8%,13%,-3%,4%,-1%[59 µM],2%,-3%,-5%
O=C(C1CCN(C2CCN(Cc3cccc4c3OCO4)CC2)CC1)N1CCOCC1,-3%,-6%,12%,-2%,-11%,8%,3%,-20%,-4%
COc1cc(Nc2nc3c(S(=O)(=O)c4cccc(Cl)c4)nnn3c3ccsc23)cc(OC)c1,4%,6%,4%,x,-16%,22%[59 µM],10%,4%,-17%
O=C(OCC(=O)N(CCc1ccccc1)Cc1ccccc1)c1ccccc1[N+](=O)[O-],x,x,x,-2%,-9%,-32%,17%,-20%,-5%
COc1cc(-c2n[nH]c(=O)o2)cc(OC)c1OC,-4%,5%,33%,-9%,4%,-9%[59 µM],8%,-10%,-7%
CCOC(=O)C1(Cc2ccccc2C)CCCN(C(=O)c2sccc2C)C1 (stereo unspecified),-14%,-2%,-1%,-10%,-11%,x,9%,15%,-12%
N#Cc1c[nH]n2c(NC3CCCCC3)c(-c3ccc(F)cc3)nc12,-4%,-1%,-3%,x,-3%,-4%[59 µM],10%,-12%,-12%
CCCOc1ccc(C(=O)O/N=C(\CC)c2ccc(C)cc2)cc1,-5%,-5%,33%,9%,47%[activator],118%[activator],7%,-16%,-20%
Cc1ccc(CNS(=O)(=O)c2ccc3c(c2)CCN3C(=O)C2CCC2)cc1,-4%,1%,18%,-2%,-1%,x,-14%,8%,-19%
COC(=O)C(CO)NC(=O)C1CCCN1C(=O)CNC(=O)OCc1ccccc1 (stereo unspecified),4%,0%,4%,25%,-1%,-13%[2.33 µM],1%,-23%,-8%
CCc1ccc(NC(=S)NC2CC3CCCC(C2)N3Cc2ccccc2)cc1 (stereo unspecified),-7%,-6%,-1%,1%,u,x,-17%,-5%,-5%
CCCCC(NC(C)=O)c1nc2ccccc2n1CCCC (stereo unspecified),5%,1%,34%,13%,-5%,1%[59 µM],43%[activator],-9%,-3%
CS(=O)(=O)N1CCN(c2ccc([N+](=O)[O-])c3cccnc23)CC1,4%,1%,20%,4%,-10%,18%[12.7 µM],48%[activator],-3%,-20%
CC(=O)COc1ccc2c3c(c(=O)oc2c1C)CCCCC3,-11%,-6%,-5%,-5%,11%,-1%[12.7 µM],15%,15%,-6%
CCC(=O)N1c2ccccc2CC1C(=O)NCCc1ccc(C)cc1 (stereo unspecified),45%[activator],5%,13%,x,0%,13%[59 µM],15%,-14%[60.1 µM],-4%
O=C(Nc1ccc(Cl)cc1C(=O)Nc1ccncc1)c1ccco1,-17%,4%,3%,2%,-34%,u,-7%,-8%,-12%
Cc1c(OCC(=O)NCCN2CCOCC2)ccc2c1oc(=O)c1ccccc12,-5%,43%[activator],55%,-3%,-5%,-22%,-3%,2%,-9%
CC(OC(=O)CC1CCCCC1)C(=O)Nc1ccc(S(N)(=O)=O)cc1 (stereo unspecified),x,x,x,-9%,-4%,-1%[59 µM],45%[activator],0%,-16%
CC(=O)Nc1ccc(NC(=O)c2cc3c(=O)n(Cc4cccnc4)ccc3nc2C)cc1,1%,-5%,-14%,x,-15%,-1%[59 µM],u,-10%,1%
CCN(CC(=O)NCc1ccc(F)cc1)C(=O)COc1ccc2ccccc2c1,-6%,0%,0%,1%,11%,26%[59 µM],35%[activator],-5%,-8%
CC(=O)OC1C(OC(C)=O)N(C(C)=O)C(=O)N1C(C)=O (stereo unspecified),-2%,-2%,u,1%,-6%,-11%,0%,-3%,-6%
# Going on with the list.
SMILES,Anesthetic bind,BLM helicase inh,POLB inh,APE1 inh,BAZ2B block,G9a block,POLI inh,Pol kappa inh,Pol eta inh
COCCn1ccc(O)c(Cc2ccc(Cl)cc2)c1=O,-4%,2%,12%,17%,-3%,43%[59 µM],13%,-5%,0%
COc1cccc(NC(=O)c2nnn(CC(=O)Nc3cc(C)cc(C)c3)c2N)c1,-9%,-9%,89µM*,-6%,-6%,12%[59 µM],u,-28%,-6%
N#C/C(=C\c1ccccc1)c1nc(-c2cc3c(ccc4ccccc43)oc2=O)cs1,51%[activator],-6%,-1%,x,3%,-6%[59 µM],-17%,-15%,-12%
OC(COc1ccc2ccccc2c1)Cn1ccnc1 (stereo unspecified),-21%,3%,u,-4%,u,-7%[12.7 µM],22%,0%,6%
OCCN(CCO)Cc1ccc(Br)cc1,-6%,1%,-12%,3%,50µM*,20µM*,22%,4%,-21%
Nc1nc2ccc(-c3nc4ccccc4o3)cc2s1,25%,-7%,-29%,-5%,1%,-6%[59 µM],2%,-11%,6%
CSc1ccc(S(=O)(=O)N2CCC(C(=O)NC3CC3)CC2)cc1,-3%,-3%,19%,10%,6%,35µM*,21%,-20%,-6%
CCCSc1nnc2c(n1)OC(c1cccn1C)N(C(C)=O)c1ccccc1-2 (stereo unspecified),-18%,1%,11%,4%,-6%,u,0%,2%,-11%
N#Cc1ccccc1OCC(=O)N(C1CCCCC1)C1CCS(=O)(=O)C1 (stereo unspecified),x,x,x,7%,-33%,-44%,13%,-21%,-6%
CCOc1ccc2oc(=O)cc(CN3CCN(C(=O)c4ccc(Cl)cc4)CC3)c2c1,-6%,0%,-16%,x,-13%,-30%[59 µM],u,u,-8%
CC(Sc1nc2c([nH]c3ccccc32)c(=O)n1C)c1ccccc1 (stereo unspecified),-10%,-3%,19%,-2%,x,-51%,12%,7%,-6%
CCOc1ccc(NC(=O)Cn2cncc2-c2ccc([N+](=O)[O-])cc2)cc1,2%,-8%,-19%,1%,-5%,-10%[59 µM],u,-12%,7%
CCN(CC)CCN(CC(=O)N(C1CCCCC1)C1CCCCC1)C(=O)c1ccco1,-3%,-3%,0%,2%,50µM*,45µM*,64%[activator],-9%,-13%
COc1ccc(NC(=O)c2cc3ccccc3cc2O)cc1,-12%,-5%,-25%,9%,-11%,-44%,u,-15%,3%
CC1CCCC(C)N1C(=O)Cn1cc(C#N)c2ccccc21 (stereo unspecified),-18%,-4%,-5%,5%,8%,-27%,40%[activator],-5%,-6%
CCOc1cc(NS(=O)(=O)CC)c(OCC)cc1NC(=O)c1ccco1,-18%,-10%,4%,-6%,-8%,u,15%,-7%,-13%
C/C(=N\Nc1cc(C)nc(-c2ccccc2O)n1)c1ccccc1O,-13%,-5%,-3%,2%,-4%,9%,21%,6%,-19%
Cc1nc(N2CCC(C)CC2)c2c(C)c(C(=O)Nc3cc(F)ccc3C)sc2n1,-6%,4%,-1%,1%,x,3%,105%[activator],0%,-27%
Cc1c(C(=O)N2CCC(C)CC2)c(S(=O)(=O)Nc2cccc(C#N)c2)c(C)n1C,6%,1%,12%,x,-20%,14%[59 µM],24%,-6%[60.1 µM],-9%
O=C(NC1(C(F)(F)F)C(=O)Nc2c1c(=O)[nH]c(=O)n2-c1ccc(F)cc1)c1cccnc1 (stereo unspecified),-2%,2%,-1%,4%,u,u,10%,-8%,-14%
COc1ccc(CCNC(=O)c2ccc(Cn3c(=O)c4ccccc4n(Cc4cccc(Cl)c4)c3=O)cc2)cc1OC,-3%,-2%,-6%,x,-2%,-33%[59 µM],3%,-8%,-15%
Cc1cc(C)n2c(=S)[nH]nc2n1,-23%,0%,11%,8%,40µM*,1.1µM*,3%,-14%,-1%
CCCC1NC(=S)NC(C)=C1C(C)=O (stereo unspecified),-1%,-2%,-2%,17%,-14%,u,16%,10%,-10%
O=C(CSc1nnc(-c2ccccc2Br)o1)N1CCN(C(=O)c2ccco2)CC1,-13%,1%,13%,-1%,9%,-12%[59 µM],-8%,-4%,-9%
Cc1nnsc1-c1c(C(=O)N2CCOCC2)c(C)nn1-c1ccc(Cl)cc1,1%,1%,-1%,-2%,0%,35%,9%,4%,-25%

# Nothing new here: an excerpt of the list.
SMILES,Anesthetic bind,BLM helicase inh,POLB inh,APE1 inh,BAZ2B block,G9a block,POLI inh,Pol kappa inh,Pol eta inh
Cn1nc(-c2ccc(Cl)cc2)c2cc(C(=O)N3CCN(c4ccccn4)CC3)sc21,-9%,-6%,8%,7%,-29%,-14%,-14%,0%,-1%
CC1CCN(C(NC(=O)c2ccco2)C(=O)c2ccccc2)CC1 (stereo unspecified),-15%,-1%,12%,5%,-1%,u,14%,-4%,-3%
COc1ncc2ncc(=O)n(CCc3ccccc3)c2n1,x,1%,x,2%,x,0%[0.501 µM],x,4%[60.1 µM],x
O=C(NC(=S)Nc1ccc(C(F)(F)F)cc1)c1csnn1,-20%,-5%,9%,19%,u,u,u,-14%,-12%
CCN1CCCC1CNC(=O)CSc1cc(=O)n(CC)c2ccccc12 (stereo unspecified),-12%,-8%,13%,-3%,4%,-1%[59 µM],2%,-3%,-5%
O=C(C1CCN(C2CCN(Cc3cccc4c3OCO4)CC2)CC1)N1CCOCC1,-3%,-6%,12%,-2%,-11%,8%,3%,-20%,-4%
COc1cc(Nc2nc3c(S(=O)(=O)c4cccc(Cl)c4)nnn3c3ccsc23)cc(OC)c1,4%,6%,4%,x,-16%,22%[59 µM],10%,4%,-17%
O=C(OCC(=O)N(CCc1ccccc1)Cc1ccccc1)c1ccccc1[N+](=O)[O-],x,x,x,-2%,-9%,-32%,17%,-20%,-5%
COc1cc(-c2n[nH]c(=O)o2)cc(OC)c1OC,-4%,5%,33%,-9%,4%,-9%[59 µM],8%,-10%,-7%

# Bioassay records (PubChem)
